CHO-K1 Ca PAM: counter-screen for M1 PAMs: effect in parental CHO-K1 cells; ATP EC20, Fluo-8 calcium fluorescence; 0% at ATP EC20, 100% at ATP max; AID 602247; activation, % at 3 µM; 0.02% of 360,000 active;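 active = activation above the run cutoff, the mean activation of all test compounds plus 3 SD, cut at about 40% in these data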;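 also: peak over basal fluorescence ratio in a 140 s read after ATP addition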
M1 ag: agonists of human M1 muscarinic receptor; P11229; CHO-K1 hM1, Fluo-8 calcium fluorescence, agonist mode; 0% DMSO, 100% acetylcholine EC100; activation, % at 3 µM; 0.33% of 360,000 active;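 active = activation above the run's mean compound activation plus 3 SD, cut at about 16% in these data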;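 also: peak over basal fluorescence ratio within a 140 s kinetic read after compound addition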
OXTR potentiator: potentiators of human oxytocin receptor; P30559; CHO-OTR cells, Fluo-8 calcium fluorescence, potentiator mode; 0% = oxytocin EC15, 100% = EC100; activation, % at 3 µM; 0.061% of 320,000 active; AID 2445;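 active = activation above that plate's cutoff, the mean activation of tested compounds plus 3 SD, cut at about 6.6% in these data, passing the limit was not always enough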;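 also: 100% uses oxytocin at 75 nM as the full agonist control; some results filed as inactive read as strong as hits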
Target sequence (P30559 whole entry, looked up): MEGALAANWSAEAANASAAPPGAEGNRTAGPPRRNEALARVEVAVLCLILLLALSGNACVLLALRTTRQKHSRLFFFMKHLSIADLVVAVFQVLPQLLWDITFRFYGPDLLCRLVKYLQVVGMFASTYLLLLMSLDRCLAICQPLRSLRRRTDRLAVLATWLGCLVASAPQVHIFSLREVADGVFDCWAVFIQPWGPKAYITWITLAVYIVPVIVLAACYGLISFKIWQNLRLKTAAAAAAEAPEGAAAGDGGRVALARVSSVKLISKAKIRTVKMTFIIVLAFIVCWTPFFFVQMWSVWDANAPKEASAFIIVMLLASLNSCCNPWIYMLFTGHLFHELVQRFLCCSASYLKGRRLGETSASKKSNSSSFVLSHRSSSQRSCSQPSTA
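Assay system: CHO cell line stably expressing human OTR | Also added: Oxytocin at about EC15, sub-maximal agonist stimulus | Times: Compound 6 min at room temperature before oxytocin, 100 s read | Measured by: Fluo-8 intracellular calcium fluorescence, ex 470-495, em 515-575 nm | Controls: EC15 oxytocin alone as 0%, 75 nM oxytocin as 100%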
CHO parental Ca: counter-screen for OX1R antagonists: effect in parental CHO cells; parental CHO-K1, ATP-induced calcium, Fluo-8 fluorescence; inhibition, % at 5.6 µM; 0.63% of 330,000 active; AID 463079;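 active = inhibition above that plate's mean sample inhibition plus 3 SD, cut at about 26% in these data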;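 also: 0% = ATP-challenged DMSO wells and 100% = DMSO wells without ATP; some compounds past the cut are filed as inactive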
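Test system: untransfected parental CHO cell line. Compound: one dose, 5.6 µM nominal. Detection: intracellular calcium via Fluo-8 no-wash fluorescent dye. Measure: % inhibition. Benchmarks: ATP-challenged DMSO wells low, unchallenged DMSO wells high.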
CHO-K1 Ca ag: nonselective activator or artifact in parental CHO-K1 cells; Fluo-8 calcium fluorescence; scaled to maximal ATP response, vehicle zero; AID 602248; activation, % at 3 µM; 0.48% of 360,000 active; in the data active = activation above about 15%;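 also: untransfected CHO-K1 host cells lacking M1 receptor as counterscreen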
V1aR counter: V1a receptor agonism, counter-screen for OXTR agonists; CHO-V1R cells, Fluo-8 calcium fluorescence, agonist mode; 0% DMSO, 100% 3 nM vasopressin; activation, % at 3 µM; 0.25% of 320,000 active; AID 2797;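 active = activation above the mean activation of all tested compounds plus 3 SD, per screening run, cut at about 20% in these data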;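 also: signal is peak over basal fluorescence ratio across a 100 second FLIPR read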
Target sequence (P37288 whole entry, looked up): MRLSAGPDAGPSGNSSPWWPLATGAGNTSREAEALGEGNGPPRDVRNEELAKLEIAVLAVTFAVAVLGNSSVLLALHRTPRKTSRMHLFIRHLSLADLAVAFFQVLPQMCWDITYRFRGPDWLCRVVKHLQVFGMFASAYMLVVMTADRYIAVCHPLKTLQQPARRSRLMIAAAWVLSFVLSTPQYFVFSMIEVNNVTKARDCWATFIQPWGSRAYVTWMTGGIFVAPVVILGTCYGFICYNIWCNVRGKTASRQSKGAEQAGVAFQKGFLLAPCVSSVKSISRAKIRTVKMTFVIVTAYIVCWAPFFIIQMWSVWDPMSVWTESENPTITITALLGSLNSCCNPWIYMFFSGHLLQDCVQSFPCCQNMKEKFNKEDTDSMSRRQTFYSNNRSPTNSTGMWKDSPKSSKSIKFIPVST
TAAR1 antag: human TAAR1 antagonism; 1.5% of 360,000 active; CHO RD-HGA16 TAAR1, Fluo-8 calcium fluorescence, antagonist; inhibition, % at 3 µM; Q96RJ0; AID 624466;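 active = inhibition above a per-plate cutoff, the mean inhibition of test compounds on that plate plus 3 SD, cut at about 49% in these data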;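 also: 0% = DMSO plus EC80 beta-PEA response and 100% = DMSO alone without agonist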
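Material: CHO RD-HGA16 cells bearing hTAAR1; compound dosing: one-point dosing, 3 µM nominal final; schedule: dye loading 75 min at 37 °C, then 30 min room temperature; measured by: calcium fluorescence with Fluo-8; control set: vehicle and agonist controls; replication: n of 1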
CHO-K1 Ca antag: nonselective inhibitor or artifact in parental CHO-K1 cells. ATP-induced calcium, Fluo-8 fluorescence. inhibition, % at 3 µM. 0.6% of 360,000 active. AID 602250;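 active = inhibition above a per-plate cutoff, the plate's mean sample inhibition plus 3 SD, cut at about 24% in these data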;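 also: 0% = DMSO plus EC80 ATP and 100% = DMSO alone without ATP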
TAAR1 agonist: human TAAR1 agonism | activation, % at 3 µM | AID 624467 | 0.99% of 360,000 active | Q96RJ0 | CHO RD-HGA16 TAAR1, Fluo-8 calcium fluorescence; vehicle wells 0%, saturating PEA agonist 100%;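 active = activation above the mean activation of all test compounds in the run plus 3 SD, cut at about 38% in these data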
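System: CHO-derived RD-HGA16 cells with stable Gα16 and human TAAR1 / Times: 17-24 h plating, Fluo-8 75 min 37 °C, 30 min RT / Technique: calcium-sensitive Fluo-8 signal, excitation 470-495, emission 515-575 nm / Measure: % activation relative to PEA EC100 response / Benchmarks: DMSO and PEA EC100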
* = called active by the depositor; / = no result given.

SMILES	CHO-K1 Ca PAM	M1 ag	OXTR potentiator	CHO parental Ca	CHO-K1 Ca ag	V1aR counter	TAAR1 antag	CHO-K1 Ca antag	TAAR1 agonist
CCCC(=O)N1CCC1(C)C(=O)Nc1ncc(C(=O)OC)s1 (configuration not stated)	-10	-3	/	/	0.6	/	-21	11	2
C=CCOC(=O)c1ccc(-n2cncn2)nc1	-1	-2	-6	-2	0.3	0.4	6	-5	2
O=C1CSC(c2ccccc2F)N1CCN1CCCCC1 (configuration not stated)	16	-5	1	-5	4.0	1.3	-7	3	9
CC(C)c1cc(-c2cc(C(=O)NCc3ccccc3)on2)nc(NC2CCCC2)n1	16	2	-8	-11	1.6	4.2	27	-5	11
CCCC(=O)Nc1c(-c2ccccc2Cl)c(=O)c2ccccc2n1C	9	0	-3	-9	0.9	-0.5	-18	2	1
CCOC(=O)C1=C(C)NC(C)=C(C(=O)OCC)C1C(=O)OCC(=O)NCc1ccc(F)cc1	3	-6	-7	-28	4.2	-1.0	11	-14	13
Cc1ccccc1Nc1nc(N)nc(CSc2ccccc2)n1	-10	-5	-2	-9	0.5	0.3	-10	9	0
Cc1ccnc(NS(=O)(=O)c2ccc(C(C)(C)C)cc2)c1	/	/	-7	-5	/	0.5	3	/	16
Cc1ccc(NC(=O)Nc2ccc3c(c2)OCO3)cc1F	4	2	-2	26	8.2	7.4	10	4	9
CCc1nc2ccc(C(=O)Nc3cc(-c4ccccc4)ccc3OC)cn2c1N(C)CCC(C)C	11	-2	/	/	37*	/	-48	-13	1
O=C(Nc1ccc(N2CCOCC2)cc1)c1cc2c(s1)CCCCC2	10	-6	-7	-14	2.7	-0.5	-1	-11	5
CCOc1ccc(S(=O)(=O)NCCCn2ccnc2)cc1	2	-4	3	10	0.7	1.0	-8	-2	2
COc1ccc(N/C(C)=C2/C(=O)C(=O)N(CCO)C2c2ccc(Br)cc2)cc1 (configuration not stated)	-4	-3	-10	-6	0.0	1.9	-11	0	6
CCOc1ccccc1C(=O)Nc1nncs1	6	-4	-3	-12	0.5	1.1	5	-2	6
CC1(C)Cc2cccc(OCC(=O)NCCc3ccc(S(N)(=O)=O)cc3)c2O1	-12	-3	6	-15	1.1	0.4	-1	-8	3
O=c1c2ccccc2nc(SCc2cc(F)ccc2F)n1C1CCCC1	-1	1	-8	-12	0.0	-0.7	10	10	3
CCN1CCN(c2ccc(S(=O)(=O)N3CCOCC3)cc2NC(=O)c2ccc(C)c(C)c2)CC1	-7	-3	-10	-7	0.1	-0.3	-13	-8	0
O=C(COC(=O)COc1ccc(Nc2ccccc2)cc1)NCc1ccco1	-2	-2	-13	-11	1.1	7.5	10	9	5
Cc1ccc(NC(=O)c2c(NC(=O)CCC(=O)O)sc3c2CCCCC3)cc1	22	-5	-3	-12	4.3	-0.9	-17	0	1
O=C1CCC/C=C/C[C@H](CC(=O)N(CCO)Cc2ccccc2)C(=O)N[C@@H](Cc2ccccc2)CO1	16	-10	3	-16	0.3	0.3	-7	-15	5
O=C(O)CSc1nnc(-c2ccccc2)o1	15	1	-10	8	-0.4	-0.1	1	0	2
O=C(/C=C/c1ccco1)NCCCN1CCN(CCCNC(=O)/C=C/c2ccco2)CC1	9	-8	-7	-5	0.1	0.3	6	3	0
CCCCn1c(=O)[nH]c(=O)c2c1nc(CN1C(=O)c3ccccc3S1(=O)=O)n2CCC	10	-4	-12	-28	1.2	-1.1	-3	-6	1
N#CC1=C2Nc3ccccc3N2C(=O)NC1(c1ccccc1)C(F)(F)F (configuration not stated)	5	-5	-12	3	1.2	-0.4	8	9	10
O=C(C[C@@H]1NS(=O)(=O)OC2CCCCC21)c1ccccc1 (some centres not stated)	-4	-8	-16	-8	0.0	0.0	1	-7	6
O=C(CN(CCc1ccccc1)C(=O)CNS(=O)(=O)c1ccc(F)cc1)NCc1ccco1	12	-2	-6	-7	1.1	-0.1	-5	-9	4
COc1ccc(NC(=O)C2(c3ccc(NC(=O)c4ccc(OC(C)=O)cc4)cc3)CCCC2)cc1	16	-2	-7	1	1.1	0.8	-4	-17	6
CC(NC(=O)C(=O)NCCN1CCN(C(=O)c2ccc([N+](=O)[O-])cc2)CC1)c1ccccc1 (configuration not stated)	8	-7	-3	0	0.5	1.4	-23	-6	2
Cc1cccc(-c2noc(CN(C(=O)c3ccc(Br)o3)C(C)C)n2)c1	-2	-6	-13	-15	-0.4	-1.2	11	7	15
O=C(C(Cc1ccccc1)n1cccc1)N1CCCCC1 (configuration not stated)	14	-5	-3	-11	0.4	-0.8	-12	-2	-2
CCOc1cc(C(N)=O)cc(Br)c1OC	-8	-3	-12	-5	-0.1	-0.5	9	16	8
O=C(CSc1nnc(-c2ccco2)o1)NCC(=O)c1ccccc1	4	0	3	-17	0.6	0.3	-36	-9	14
CC1CCCC(C)N1c1nnc(NC(=O)Cn2c(=O)oc3ccccc32)s1 (configuration not stated)	20	4	-8	-8	0.8	3.4	-14	-2	30
CNc1ccc(/C=C(\CCC(=O)O)c2nc3ccccc3s2)cc1[N+](=O)[O-]	23	-4	-7	15	0.7	1.1	-2	-11	1
CC1(C)Cc2c(C#N)c(OCC(=O)c3ccc(Cl)cc3)nc(-c3ccoc3)c2CO1	11	2	-13	-7	-0.2	0.1	-7	0	8
COc1ccc(C(C)(C)C)cc1NC(=O)c1cc(S(=O)(=O)N(C)C)ccc1N1CCCC1	14	-5	-9	-8	0.7	-1.8	-10	-21	-1
Cc1occc1C(=O)NNC(=O)COc1ccc(Br)cc1Br	7	-8	-3	-12	11	-0.6	-21	0	1
O=C(NC1CCCN(Cc2ccc(Cl)cc2)C1)c1cccc(F)c1 (configuration not stated)	4	-9	-7	-18	0.5	0.3	6	4	2
COc1ccc(CN(C)C(=O)[C@H](Cc2ccccc2)NC(=O)c2ccco2)c(OC)c1	-14	-3	-3	-19	5.2	1.1	40	22	21
CCOC(=O)C1CCCN(C(=O)c2ccc3oc(CCc4ccccc4)nc3c2)C1 (configuration not stated)	17	5	-21	-12	6.5	0.2	-10	-5	2
CN(C)CCNC=C(C(=O)Nc1ccc(Cl)cc1Cl)C(=O)Nc1ccc(Cl)cc1Cl	25	-3	-12	-3	2.5	1.0	-16	-19	6
CC(=O)Oc1ccc(N2C(=O)C3C4C=CC(C5CC45)C3C2=O)cc1[N+](=O)[O-] (configuration not stated)	20	0	-4	-1	0.1	0.0	2	-6	0
CN(c1ccc(OCC(=O)OCC(=O)Nc2ccccc2F)cc1)S(=O)(=O)c1cccs1	-8	3	-16	16	10	9.7	24	4	8
CCOC(=O)c1ccc2[nH]c3c(c2c1)CCCC3C(=O)OCC (configuration not stated)	-4	-4	-6	-27	-0.2	-0.5	24	4	3
COc1ccc(CC(=O)NNC(=O)c2ccc(Br)s2)cc1OC	22	-2	0	-9	1.0	1.8	-22	-15	19
Cc1ccc(Cl)cc1NC(=S)N(C)N	10	-5	-8	-15	1.8	-0.7	-18	-2	-1
CCOc1ccc(CN2CCN(Cc3cccn3-c3ncccn3)CC2CCO)cc1 (configuration not stated)	18	-9	1	-9	-0.3	-1.2	-10	-12	1
CCN(CCS(=O)(=O)c1ccc(Br)cc1)Cc1nc2ccccc2c(=O)[nH]1	-19	-6	-4	-15	1.1	2.0	14	3	3
Nn1c(SCC(=O)Nc2ccccc2F)nnc1-c1cccnc1	10	-5	-1	-7	-0.1	-0.4	12	0	-1
CCN(CC)C(=O)CSc1ncnc2sccc12	10	-10	-4	-14	-0.3	0.9	2	9	5
Cc1cc(C)cc(-n2ccnc2SCC(=O)Nc2ccc3c(c2)OCCO3)c1	-8	0	-11	-19	0.4	-0.2	13	17	4
COc1ccc(Cc2nn3c(Cn4nnc5ccccc54)nnc3s2)cc1	8	-2	-15	-10	2.5	1.7	7	-15	2
COc1ccc2c(c1)CCc1c-2nc2ccccc2c1N1CCOCC1	-20	0	2	-15	-0.5	0.1	-3	7	2
COc1ccccc1CNC(=O)COc1ccc(C)nc1[N+](=O)[O-]	3	-3	-1	-8	-0.3	2.4	-2	0	10
C=CCOC(=O)c1ccc(-n2cnc(C)n2)nc1	-7	-3	-4	-1	0.1	0.7	13	14	2
Cc1cc(Nc2ccc3c(c2)OCCO3)c2ccccc2n1	17	-9	-8	-24	1.6	-1.5	-5	0	-3
CCN(CC)C(=O)c1ccccc1NC(=O)c1cccc(S(=O)(=O)N(CC)CC)c1	-12	2	-4	-15	0.2	-1.1	-10	16	0
CC(C)(C)c1ccc(C(=O)NNC(=O)CNC(=O)c2cccs2)cc1	9	-1	5	-5	0.1	0.7	8	-15	2
c1cncc(-c2nc3cc4ccccc4cc3[nH]2)c1	-3	-4	-3	-11	0.6	0.1	4	1	4
CCC(C)(c1ccc(C(=O)OC)s1)c1ccc(C(=O)OC)s1	22	-6	-6	4	0.4	0.2	7	-11	9
COC(=O)COc1ccc(=O)n(-c2ccccc2)n1	17	-2	-8	-5	0.4	1.1	-6	-6	14
COc1ccc(CNC(=O)CN(c2ccc(OC)c(Cl)c2)S(=O)(=O)c2ccc(C)cc2)cc1	9	-2	-16	-1	3.5	6.0	7	-20	3
CN(C(=O)COC(=O)C1=COCCO1)C1(C#N)CCCCC1	-12	-1	9	-8	0.4	1.4	7	-6	10

5 successive entries from above:
SMILES	CHO-K1 Ca PAM	M1 ag	OXTR potentiator	CHO parental Ca	CHO-K1 Ca ag	V1aR counter	TAAR1 antag	CHO-K1 Ca antag	TAAR1 agonist
c1cncc(-c2nc3cc4ccccc4cc3[nH]2)c1	-3	-4	-3	-11	0.6	0.1	4	1	4
CCC(C)(c1ccc(C(=O)OC)s1)c1ccc(C(=O)OC)s1	22	-6	-6	4	0.4	0.2	7	-11	9
COC(=O)COc1ccc(=O)n(-c2ccccc2)n1	17	-2	-8	-5	0.4	1.1	-6	-6	14
COc1ccc(CNC(=O)CN(c2ccc(OC)c(Cl)c2)S(=O)(=O)c2ccc(C)cc2)cc1	9	-2	-16	-1	3.5	6.0	7	-20	3
CN(C(=O)COC(=O)C1=COCCO1)C1(C#N)CCCCC1	-12	-1	9	-8	0.4	1.4	7	-6	10

Assay outcomes deposited in PubChem by The Scripps Research Institute Molecular Screening Center.
